Assay outcomes (PubChem)
BAZ2B block = qHTS Assay for Inhibitors of BAZ2B | AID 504333, 2011 | Potency, µM (top dose mostly 114 µM), without a hit: top-dose activity change, negative = inhibition, hits mostly inhibitors | 360,000 tested, 4.4% active | Bromodomain adjacent to zinc finger domain protein 2B (Homo sapiens), Q9UIF8 | AlphaScreen BAZ2B-H3K14Ac peptide displacement; note: % is set by controls: 0 for no effect and ±100 for the full control effect; nearly all actives have a fitted effect of over 60% in size
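Inhibition is scored as reduced AlphaScreen emission. The BAZ2B/b-H3(5-23)K14Ac complex (50 nM each) in PBS pH 7.4, 0.01% Tween-20 meets compound (up to 110 uM) for 30 min at RT before bead addition.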
APE1 inh = qHTS Assay for Inhibitors of the Human Apurinic/apyrimidinic Endonuclease 1 (APE1); recombinant APE1, TAMRA/BHQ-2 abasic DNA cleavage fluorescence; Potency, µM (highest dose often 65.8 µM), without a hit: at the top dose activity change, negative = inhibition, most hits filed as inhibitors; 350,000 tested, 0.35% active; DNA repair nuclease/redox regulator APEX1 (Homo sapiens), P27695;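 note: plate controls were vehicle for no effect and reference inhibitor for full effect; nearly all actives have a fitted effect of over 55% in size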
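Activity was derived from the fluorescence gain between first and third kinetic reads (60 s intervals, ex 525/em 598 nm) after 50 nM THF-abasic TAMRA/BHQ-2 duplex was added to 0.75 nM APE1 preincubated 15 min with compound.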
Pol eta inh = qHTS for Inhibitors of Polymerase Eta; DNA polymerase eta (Homo sapiens), Q9Y253; recombinant Pol eta, fluorescent DNA replication assay; Potency, µM (top dose mostly 114 µM), for inactives: at the top dose activity change, negative = inhibition, usual class: inhibitors; 390,000 tested, 1.2% active; AID 588591, 2011; note: % is set by controls: 0 for no effect and ±100 for the full control effect
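Pol eta (10 nM) was preincubated with compounds for 15 min at room temperature, after which fluorescent replication substrate (50 nM final) was added to start the reaction. Fluorescence was read kinetically at 0 and 10 min.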
G9a inh = qHTS Assay for Inhibitors of Histone Lysine Methyltransferase G9a. 350,000 tested, 8.8% active. AID 504332, 2011. Potency, µM (titrated, usually from 102 µM), for inactives: at the top dose activity, negative = inhibition, hits mostly inhibitors. Histone-lysine N-methyltransferase EHMT2 (Homo sapiens), Q96KQ7. G9a H3K9 monomethylation, AlphaScreen, 2 h; note: % is set by controls: 0 for no effect and ±100 for the full control effect; nearly all actives have a fitted effect of over 75% in size
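Enzyme 20 nM + cpd, 15 min RT; add b-H3K9 pep 500 nM / SAM 20 uM; 2 h RT; anti-H3K9me1 Ab 0.5 ug/mL + SA donor / anti-rabbit acceptor beads 20 ug/mL each, 10 min; AlphaScreen read.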
POLB inh = qHTS Assay for Inhibitors of DNA Polymerase Beta; Pol beta primer extension/strand displacement, fluorescence kinetic; Potency, µM (top dose mostly 114 µM), without a hit: at the top dose activity change, negative = inhibition, most hits filed as inhibitors; 340,000 tested, 1.3% active; P06746; AID 485314, 2010; note: % is set by controls: 0 for no effect and ±100 for the full control effect
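Preincubation: enzyme (10 nM) with compound, 15 min, RT. Reaction: substrate added to 50 nM final. Reads: 0 and 10 min. Analysis: normalized, Hill fit.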
JMJD2A Tudor inh = qHTS Assay for Inhibitors of JMJD2A-Tudor Domain; 390,000 tested, 4.4% active; AID 504339, 2011; AlphaScreen JMJD2A-Tudor / H3K4me3 peptide binding; Potency, µM (doses to about 114 µM), for the others: at the top dose activity change, negative = inhibition, actives largely listed as inhibitors; Lysine-specific demethylase 4A (Homo sapiens), O75164; note: % is set by controls: 0 for no effect and ±100 for the full control effect; nearly all actives have a fitted effect of over 50% in size
Target sequence (O75164 whole entry, looked up, the tested form may be a part): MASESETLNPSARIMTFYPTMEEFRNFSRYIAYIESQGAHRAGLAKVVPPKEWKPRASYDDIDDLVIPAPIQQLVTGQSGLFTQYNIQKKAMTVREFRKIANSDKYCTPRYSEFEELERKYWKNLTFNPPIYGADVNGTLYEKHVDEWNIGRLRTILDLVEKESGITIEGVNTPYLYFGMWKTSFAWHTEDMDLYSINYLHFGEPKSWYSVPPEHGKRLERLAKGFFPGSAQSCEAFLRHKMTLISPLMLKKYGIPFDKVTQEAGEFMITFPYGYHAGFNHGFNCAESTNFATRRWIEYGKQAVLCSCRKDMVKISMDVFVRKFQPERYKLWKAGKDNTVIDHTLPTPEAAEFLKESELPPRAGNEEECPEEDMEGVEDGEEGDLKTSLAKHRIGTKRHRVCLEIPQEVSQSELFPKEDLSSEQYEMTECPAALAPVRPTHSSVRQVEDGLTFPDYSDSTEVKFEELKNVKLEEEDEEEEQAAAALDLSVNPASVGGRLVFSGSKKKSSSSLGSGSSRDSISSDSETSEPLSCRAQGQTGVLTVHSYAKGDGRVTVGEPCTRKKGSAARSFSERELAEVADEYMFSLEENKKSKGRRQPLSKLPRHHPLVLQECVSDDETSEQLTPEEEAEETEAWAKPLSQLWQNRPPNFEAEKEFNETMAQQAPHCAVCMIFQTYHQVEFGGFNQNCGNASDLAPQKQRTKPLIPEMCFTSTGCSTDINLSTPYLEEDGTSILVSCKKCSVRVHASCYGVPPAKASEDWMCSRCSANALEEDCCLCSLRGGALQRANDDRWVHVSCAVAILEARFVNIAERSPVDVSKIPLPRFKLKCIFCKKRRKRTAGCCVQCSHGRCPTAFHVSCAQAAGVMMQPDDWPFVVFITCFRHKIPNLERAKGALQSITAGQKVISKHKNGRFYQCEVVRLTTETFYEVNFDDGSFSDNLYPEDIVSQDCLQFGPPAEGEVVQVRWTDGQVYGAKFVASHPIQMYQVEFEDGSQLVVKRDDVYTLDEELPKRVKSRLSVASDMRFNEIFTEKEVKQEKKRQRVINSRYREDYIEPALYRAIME
POLI inh = qHTS for Inhibitors of Polymerase Iota; DNA polymerase iota (Homo sapiens), Q9UNA4; Pol iota fluorescent replication assay, 10 min; Potency, µM (doses to about 115 µM), inactives show at the top dose activity, negative = inhibition, most hits filed as inhibitors; 390,000 tested, 1% active; AID 588590, 2011
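Pol iota at 10 nM preincubated 15 min with compounds at room temperature; reaction started with fluorescent substrate, 50 nM final. Fluorescence read kinetically at 0 and 10 min; buffer-only wells as negative control.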
BLM inh = qHTS Assay for Inhibitors of Bloom's syndrome helicase (BLM); RecQ-like DNA helicase BLM (Homo sapiens), P54132; recombinant BLM DNA unwinding, fluorescence dequenching; Potency, µM (top dose mostly 56.1 µM), without a hit: at the highest dose activity change, negative = inhibition, hits mostly inhibitors; 350,000 tested, 0.2% active; AID 2528, 2010;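 note: plate controls were vehicle for no effect and no enzyme for full effect; nearly all actives have a fitted effect of over 35% in size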
POLK inh = qHTS for Inhibitors of Polymerase Kappa; purified Pol kappa, fluorescent DNA synthesis assay, 10 min; Potency, µM (highest dose often 107 µM), without a hit: top-dose activity, negative = inhibition, most hits filed as inhibitors; 400,000 tested, 0.53% active; DNA polymerase kappa (Homo sapiens), Q9UBT6; note: % is set by controls: 0 for no effect and ±100 for the full control effect
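First, compounds were pin-transferred onto 10 nM Pol kappa. After 15 min at room temperature, substrate was added to 50 nM final. Fluorescence was then measured kinetically at 0 and 10 min.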
* = called active by the depositor; u = inconclusive; x = not tested or not shown; & = joins results of further samples; [ ] = remark or other dose. Calls come from the whole dose curve; as a rule, active = well fitted curve in the direction sought with a large enough effect; inconclusive = small, poorly fitted or top-dose-only effect, or another doubt; inactive = no such curve, though single readings can be large; an effect the other way counts as inactive or inconclusive. Potency is the fitted concentration of half-maximal effect.

SMILES	BAZ2B block	APE1 inh	Pol eta inh	G9a inh	POLB inh	JMJD2A Tudor inh	POLI inh	BLM inh	POLK inh
O=C(N[C@H]1CC1c1ccccc1)c1ccc([N+](=O)[O-])cc1 (some centres not stated)	-27%	9%	-11%	11%	-2%	-3%	15%	0%	-2%
O=C(COc1ccc(Cl)cc1)N/N=C/c1cccc2cccnc12	-5%	-2%	4%	x	36%	-9%	8%	-3%	-24%
CCN(CC)S(=O)(=O)c1ccc2c(c1)c(=O)c(C(=O)N1CCOCC1)cn2C	5%	-1%	-5%	-1%[59 µM]	13%	-6%	22%	0%	8%
COc1cc(S(=O)(=O)N2CCN(c3ccccn3)CC2)ccc1Br	2%	16%	-10%	29%	15%	-20%	14%	-3%	-17%
O=C(CN1C(=O)NC2(CCCC2)C1=O)N1CCN(S(=O)(=O)c2ccccc2)CC1	x	-1%	-10%	12%	3%	-6%	35%	2%	8%
CCN(CC)c1cc(C)c2cc(NC(=O)c3ccc(Br)o3)ccc2n1	u	-8%	-21%	56µM*	1%	u	4%	4%	-9%
COc1ccc(CN(C(=O)c2ccco2)c2ccc(C)cc2)cc1OC	u	-9%	-20%	-11%[12.7 µM]	-3%	-13%	40%[activator]	-10%	-6%
Cc1cc(=O)n(CC(=O)Nc2ccc([N+](=O)[O-])cc2)c(-n2nc(C)cc2C)n1	-19%	x	-22%	u	-15%	-12%	10%	1%	-8%[60.1 µM]
Cc1cc(C)cc(N(CC(=O)N2CCOCC2)S(=O)(=O)c2ccccc2)c1	4%	-2%	-3%	-16%[59 µM]	-2%	4%	6%	4%	-5%
CC1=N/C(=C/c2ccc([N+](=O)[O-])cc2)C(=O)N1c1ccc(Cl)cc1Cl	-1%	-7%	-7%	-51%[12.7 µM]	22%	u	4%	-1%	0%
C[C@H](CO)N1C[C@H](C)[C@@H](CN(C)C(=O)Nc2ccc(C(F)(F)F)cc2)Oc2ccc(NS(=O)(=O)c3ccccc3)cc2C1=O	x	11%	-11%	x	x	-10%	7%	x	1%
COCCN(C(=O)CNC(=O)c1ccco1)C(C(=O)NC1CCCC1)c1ccc(F)cc1 (configuration not stated)	8%	-8%	-6%	13%	63%	-11%	0%	0%	-10%

In another format: 4 of the compounds above.
The line under a structure holds: BAZ2B block | APE1 inh | Pol eta inh | G9a inh | POLB inh | JMJD2A Tudor inh | POLI inh | BLM inh | POLK inh
COc1cc(S(=O)(=O)N2CCN(c3ccccn3)CC2)ccc1Br
    2% | 16% | -10% | 29% | 15% | -20% | 14% | -3% | -17%
CCN(CC)c1cc(C)c2cc(NC(=O)c3ccc(Br)o3)ccc2n1
    u | -8% | -21% | 56µM* | 1% | u | 4% | 4% | -9%
O=C(COc1ccc(Cl)cc1)N/N=C/c1cccc2cccnc12
    -5% | -2% | 4% | x | 36% | -9% | 8% | -3% | -24%
CC1=N/C(=C/c2ccc([N+](=O)[O-])cc2)C(=O)N1c1ccc(Cl)cc1Cl
    -1% | -7% | -7% | -51%[12.7 µM] | 22% | u | 4% | -1% | 0%

(cont.)
SMILES	BAZ2B block	APE1 inh	Pol eta inh	G9a inh	POLB inh	JMJD2A Tudor inh	POLI inh	BLM inh	POLK inh
COc1cccc2cc(C(=O)NC3CC4CCC3C4)oc12 (configuration not stated)	4%	-5%	-18%	10%	33%	-11%	39%[activator]	2%	1%
CCCCC(=O)Oc1c(S(=O)(=O)c2ccccc2)c(C)nn1C(C)(C)C	8%	27%	-4%	36%	3%	26%	111%[activator]	-5%	-24%
Cc1ccc(Cl)cc1N1CCN(Cc2cc(=O)n3ccsc3n2)CC1	-15%	-5%	-12%	-35%	2%	-25%	-25%	-2%	-14%
Cc1cc(C)n(Cc2ccccc2F)c(=O)c1C#N	-17%	u	-10%	11%	u	-14%	-1%	-3%	-8%
Cc1nc(C)n(C(C)CNC(=O)c2ccccc2)n1 (configuration not stated)	-2%	-2%	-10%	3%[59 µM]	41%	-4%	155%[activator]	2%	-7%
CCOC(=O)/C=C1\SCC(=O)N1CC(=O)NC(C)c1ccc(F)cc1 (configuration not stated)	2%	9%	u	9%[59 µM]	2%	-12%	19%	0%	-18%
Cc1cccc(NC(=O)CSc2nc3[nH]ncc3c(=O)[nH]2)c1	9%	15%	-19%	8%[59 µM]	68%	8%	-14%	6%	-6%
COc1ccccc1N1CCN(S(=O)(=O)/C=C/c2ccccc2)CC1	19%	-10%	-11%	14%[12.7 µM]	6%	3%	3%	6%	-5%
CCc1cccc(C)c1NS(=O)(=O)c1cc(Br)cnc1N	3%	-22%	-13%	x	1%	-10%	5%	-6%	-14%
O=c1[nH][nH]c(=S)n1C1CCCCC1	25µM*	-13%	-17%	1.1µM*	27%	2.5µM*	18%	2%	6%
Cc1c(NS(=O)(=O)c2ccc(N3CCCCC3)c([N+](=O)[O-])c2)c(=O)n(-c2ccccc2)n1C	2%	9%	-8%	0%[59 µM]	36%	-20%	30%	2%	-17%
Cc1ccc2nc(-c3ccncc3)cc(-c3ccccc3)c2c1	u	0%	-17%	-1%	18%	-14%	-4%	-7%	-10%
Cc1cc(C)n(CCCNC(=O)c2ccco2)n1	10%	-10%	-6%	-70%[12.7 µM]	x	1%	1%	x	16%
COCCN(C(=O)COC(=O)CCOc1ccccc1C)c1c(N)n(Cc2ccccc2)c(=O)[nH]c1=O	-3%	19%	-3%	-21%[59 µM]	x	0%	20%	x	1%
CC1CCCN(C(=O)CNS(=O)(=O)c2cccs2)C1 (configuration not stated)	11%	1%[12.4 µM]	-11%	11%[59 µM]	17%	-5%	83%[activator]	1%	-5%
COc1ccc(/C=N/OCc2nc3c4c(ncn3n2)Oc2ccc3ccccc3c2C4c2ccccc2)cc1 (configuration not stated)	u	0%	-3%	-42%	4%	-21%	42%[activator]	2%	-11%
O=C(c1ccc(F)cc1)N1CCN2C(=O)c3ccccc3C12c1ccc(Cl)cc1 (configuration not stated)	-35%	-1%	2%	-40%	-1%	-29%	-8%	-9%	-8%
C/C(=N\NC(=O)c1csc(C)c1C)c1ccc(Cl)s1	11%	3%	-2%	u	-2%	-6%[11.4 µM]	u	-3%	8%
Oc1ccc(/C=N/Nc2ccnc3cc(Cl)ccc23)c(O)c1O	45µM*	-10%	u	22µM*	14µM*	u	u	-26%	45µM*
CCc1ccc(-c2cc3c(=O)n(CC(=O)NCCCN4CCN(Cc5ccccc5)CC4)nc(C)n3n2)cc1	-18%	31%	-13%	18%	1%	-31%	-2%	3%	7%
CC(C)(Oc1ccc(Cl)cc1)C(=O)NC1=NN(c2ccccc2)C(=O)C1	u	10%	-6%	-12%[59 µM]	-3%	u	u	-6%	u
Cc1ccc(S(=O)(=O)c2cc3c(=O)n4ccccc4nc3n(CCc3ccccc3)c2=N)cc1	3%	-6%	-17%	-9%	1%	7%	54%[activator]	-7%	-6%
Cc1cccn2c(=O)nc(SCC(=O)c3ccccc3)nc12	6%	47%	-7%	-37%[59 µM]	x	-10%	18%	x	0%
CCC(C)N1C(=O)S/C(=C/c2ccc(Sc3nc4ccccc4[nH]3)o2)C1=O (configuration not stated)	-36%	-5%	-6%	2%	0%	-17%	-7%	-9%	-12%

Part of the list above, reduced to BAZ2B block and G9a inh:
Compound,BAZ2B block,G9a inh
O=C(CN1C(=O)NC2(CCCC2)C1=O)N1CCN(S(=O)(=O)c2ccccc2)CC1,x,12%
CCN(CC)c1cc(C)c2cc(NC(=O)c3ccc(Br)o3)ccc2n1,u,56µM*

Other results:
SMILES	BAZ2B block	APE1 inh	Pol eta inh	G9a inh	POLB inh	JMJD2A Tudor inh	POLI inh	BLM inh	POLK inh
COc1ccc(NC(=O)C(C)Sc2nnc(C3CC3)n2C2CC2)cc1 (configuration not stated)	-18%	35%[activator]	-18%	-3%[2.33 µM]	x	-3%	26%	x	-24%
Clc1ccc(-n2nnnc2CN2CCOCC2)cc1	-15%	0%	-1%	11%	1%	-7%	66%[activator]	-2%	-15%
CC1CN(C(=O)c2cccc(Oc3ccccc3)c2)CC(C)O1 (configuration not stated)	3%	0%	10%	19%	-27%	-9%	33%[activator]	0%	3%
COc1cc2c(cc1OC)C(C(=O)NCC1COc3ccccc3O1)C(c1cccnc1)N(C)C2=O (configuration not stated)	7%	4%	6%	-13%[12.7 µM]	-3%	-12%[57.1 µM]	-17%	0%	-11%
O=C(CCC(=O)N1CCOc2ccccc21)NCc1ccccn1	41%[activator]	5%	0%	x	-1%	-22%	-4%	-7%	-20%
CCn1c(SCC(=O)N2CC(C)OC(C)C2)nc2c([nH]c3ccccc32)c1=O (configuration not stated)	-26%	-5%	-4%	x	6%	-11%	13%	-8%	-2%
COc1ccc(N2CCN(C(CNC(=O)CC(C)C)c3ccc4c(c3)OCO4)CC2)cc1 (configuration not stated)	-24%	x	-10%	11µM*	14%	u	2%	2%	-9%[60.1 µM]
O=C(Nc1cccc([N+](=O)[O-])c1)Nn1cnnc1	-18%	56%	u	14%	-2%	-13%	12%	-2%	-7%
CC(/C=C1\SC(=O)N(CCCC(=O)O)C1=O)=C\c1ccccc1	-28%	4%	-18%	-13%[59 µM]	29%	-14%	-15%	2%	-11%
O=C(NCCc1ccc(Cl)cc1)c1cc(=O)[nH]c2ccccc12	8%	-17%	-11%	12%	21%	-16%	70%[activator]	0%	-13%
CCc1cccc(NC(=O)NC2CCCCC2)c1	1%	10%	2%	-2%	10%	-4%	2%	-4%	-2%
Cc1ccc(C(=O)C[n+]2ccccc2C)cc1[N+](=O)[O-]	u	18%	-6%	15%	33%	-6%	40%[activator]	-1%	8%
CCN1CCSc2ccc(C(=O)NCc3cccc(F)c3)cc21	-24%&-34%	-1%	-12%	14%	-26%&15%	-14%&-13%	u	-4%&-3%	-3%&0%
O=S(=O)(Cc1ccccc1)N1CCCCCC1	0%	0%	-14%	u	8%	2%	-6%	-1%	-6%
COc1ccc(NC(=O)Cc2cccc(F)c2)cc1S(=O)(=O)Nc1ccccc1Cl	u	-11%	-20%	x	-24%	-17%	27%	-7%	-12%

This is a subset (hit frequency here may not be typical).
